C1s inh = blocks human complement C1s protease activity; purified C1s, fluorogenic AMC substrate, pooled mixtures; AID 538; mean inhibition % of two 10-compound mixtures (stronger effect = higher value), % at 5 µM (by protocol); 62,000 compounds, 0.16% hits;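 active = inhibition above 20% in each of the two 10-compound mixture wells holding the compound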;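 also: 0% = enzyme wells lacking compound mixture and 100% = no-enzyme blank wells; some compounds called inactive have numbers as strong as hits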
ROCK2 inh = inhibitors of human Rho kinase 2. inhibition, % at 6 µM. AID 604. purified ROCK2, Kinase-Glo ATP depletion luminescence. 60,000 compounds, 0.35% hits;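 active = inhibition above the screen-wide mean inhibition plus 3 SD, cut at about 18% in these data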;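 also: plate controls were DMSO wells for no effect and Y-27632 control wells after no-enzyme background subtraction for full effect; many of its hits are not listed in these tables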
CatL inh = blocks human cathepsin L protease activity. P07711. inhibition, %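 (tested at 10 µM)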. 58,000 compounds, 0.17% hits. AID 460. purified cathepsin L, fluorogenic substrate, fluorescence; in the data active = inhibition above about 45%;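 also: 0% = enzyme with no compound and 100% = no enzyme blank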
FXIIa mix inh = factor XIIa (human) inhibition, mixture screen; P00748; purified FXIIa, fluorogenic substrate, pooled mixtures; inhibition, % at 5 µM; 62,000 compounds, 0.2% hits;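 also: 0% = enzyme without compound and 100% = no enzyme blank; some results filed as inactive read as strong as hits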
Cathepsin G inh = cathepsin G (human) inhibition; purified enzyme, AMC-tetrapeptide fluorescence, pooled mixtures; inhibition, % at 5 µM (by protocol); 62,000 compounds, 0.2% hits; AID 581;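 active = inhibition above 20% in each of the two mixture wells holding the compound; inactive = inhibition of 20% or less in either well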;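 also: 0% = enzyme control without mixture and 100% = blank lacking enzyme; strong numbers were not always called active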
Target sequence (P08311 21-244 limits assumed): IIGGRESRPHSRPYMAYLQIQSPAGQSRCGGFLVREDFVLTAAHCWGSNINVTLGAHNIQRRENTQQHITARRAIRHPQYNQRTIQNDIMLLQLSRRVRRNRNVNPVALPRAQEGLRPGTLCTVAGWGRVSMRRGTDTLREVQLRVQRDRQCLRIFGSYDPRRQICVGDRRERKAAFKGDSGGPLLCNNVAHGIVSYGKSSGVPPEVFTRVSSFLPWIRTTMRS
FXIa inh mix = inhibitors of human coagulation factor XIa, pooled mixtures. AID 680. purified FXIa, fluorogenic substrate. inhibition, % at 5 µM. 62,000 compounds, 0.19% hits. P03951;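 also: each value is inhibition by a whole ten-compound pool holding the compound; 0% = enzyme with no mixture and 100% = wells lacking enzyme; strong numbers were not always called active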
Target sequence (P03951 19-387 limits assumed): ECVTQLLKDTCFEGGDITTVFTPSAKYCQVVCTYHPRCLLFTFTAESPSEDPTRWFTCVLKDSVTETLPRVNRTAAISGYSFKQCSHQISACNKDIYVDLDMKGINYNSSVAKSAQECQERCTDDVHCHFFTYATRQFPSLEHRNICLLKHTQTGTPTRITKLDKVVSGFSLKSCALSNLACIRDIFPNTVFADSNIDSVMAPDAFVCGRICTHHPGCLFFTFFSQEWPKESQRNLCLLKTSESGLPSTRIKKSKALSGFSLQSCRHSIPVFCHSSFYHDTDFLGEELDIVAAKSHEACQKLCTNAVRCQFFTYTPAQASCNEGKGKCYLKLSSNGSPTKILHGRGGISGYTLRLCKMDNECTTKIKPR
Target sequence (P03951 388-625 limits assumed): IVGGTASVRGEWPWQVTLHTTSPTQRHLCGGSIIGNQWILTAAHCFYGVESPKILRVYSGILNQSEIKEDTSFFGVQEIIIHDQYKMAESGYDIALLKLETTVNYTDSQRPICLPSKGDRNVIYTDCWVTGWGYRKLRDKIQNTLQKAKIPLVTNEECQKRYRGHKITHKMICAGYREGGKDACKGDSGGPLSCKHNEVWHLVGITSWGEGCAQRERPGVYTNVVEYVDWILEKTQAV
JNK3 inh = blocks human JNK3 kinase activity; purified JNK3 kinase activity, HTS; inhibition, % at 8 µM; 60,000 compounds, 0.61% hits; in the data active = inhibition above about 17%;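 also: 0% = DMSO and 100% = reference inhibitor; many of its hits are not listed in these tables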
PKA kinase inh = inhibitors of human protein kinase A; inhibition, % at 6 µM; 65,000 compounds, 0.1% hits; PKA Kemptide phosphorylation, Kinase-Glo ATP luminescence;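 active = inhibition above the screen-wide mean inhibition plus 3 SD, cut at about 21% in these data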; also: many of its hits are not listed in these tables
CatS block = human cathepsin S inhibition; P25774; recombinant cathepsin S, AMC dipeptide fluorescence, pooled mixtures; inhibition, %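 (tested at 5 µM per compound within 10-compound mixtures)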; 62,000 compounds, 0.06% hits; AID 501; in the data active = inhibition above about 32%, passing the limit was not always enough;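 also: 0% = enzyme without compound and 100% = blank without enzyme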
Target sequence (P25774 115-331 limits assumed): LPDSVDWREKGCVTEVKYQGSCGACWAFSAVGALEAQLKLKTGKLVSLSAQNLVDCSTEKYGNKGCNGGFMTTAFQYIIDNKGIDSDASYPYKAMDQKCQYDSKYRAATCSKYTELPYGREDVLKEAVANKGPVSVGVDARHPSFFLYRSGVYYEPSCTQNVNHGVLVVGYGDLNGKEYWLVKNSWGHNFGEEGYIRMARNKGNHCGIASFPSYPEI
An asterisk follows results filed as active; nt = no result given. Rule as the data show it, unless noted: active = inhibition above about 20% (passing the limit was not always enough); inactive = the rest.

#1 COC(=O)C1=C(C(=O)c2ccc(C)cc2)C(c2ccc(O)c(OC)c2)n2nnnc2N1 (centres undefined)
#2 Cc1cc(-c2nnc3n2N=C(C(C)(C)C)CS3)n[nH]1
#3 COc1ccc(C(=O)Nc2ccccc2C(=O)NC(C(=O)NCc2ccco2)C(C)C)cc1 (centres undefined)
#4 CCN(CC)CCN1C(=O)C(=O)/C(=C(/O)c2ccc(C)cc2)C1c1ccncc1 (centres undefined)
#5 COCCNc1cc(C)nc2ccccc12
#6 CCCCc1c(O)nc(SCC(=O)NCC2CCCO2)[nH]c1=O (centres undefined)
#7 CCc1c(C)nc(SCC(=O)Nc2cccc(Br)c2)[nH]c1=O
#8 O=C(Nc1cccc(C(=O)N2CCCC2)c1)c1ccccc1

Compound	1	2	3	4	5	6	7	8
C1s inh	16	-9	-39	20	-1	-5	4	5
ROCK2 inh	nt	-3	3	nt	2	0	-10	-1
CatL inh	16	3	31	-18	2	23	-1	-6
FXIIa mix inh	10	11	1	1	3	9	-1	6
Cathepsin G inh	12	-5	-5	12	2	-1	2	-2
FXIa inh mix	2	3	-4	10	8	5	11	2
JNK3 inh	nt	4	4	nt	1	1	-2	5
PKA kinase inh	7	4	12	1	-3	-1	2	-9
CatS block	-2	14	15	2	-6	15	-10	-1

#9 CCSc1nnc(N(CCC(=O)O)CCC(=O)O)s1
#10 O=C(O)CSC1CC(=O)N(c2ccc(Cl)c(Cl)c2)C1=O (centres undefined)
#11 Cc1ccc(S(=O)(=O)c2cc3c(=O)n4ccccc4nc3n(C)c2=N)cc1
#12 COc1ccc(NC(=O)CCn2nc(C)cc2C)cc1
#13 COc1ccccc1Nc1ncccc1C(=O)O
#14 CCCOc1cccc(NC(=O)c2cc(C)oc2C)c1
#15 COc1cc(OC)cc(-c2nnc(Nc3nc4c(F)cccc4s3)o2)c1
#16 O=C(c1ccc(Cn2cc(Cl)cn2)cc1)N1CCN(c2ccccc2)CC1

Compound	9	10	11	12	13	14	15	16
C1s inh	nt	11	nt	-8	16	2	-6	10
ROCK2 inh	8	9	3	-5	0	-3	3	nt
CatL inh	-4	-4	-494	13	18	8	-4	nt
FXIIa mix inh	nt	4	nt	4	7	17	8	-18
Cathepsin G inh	nt	12	nt	-1	-1	0	1	9
FXIa inh mix	nt	4	nt	6	11	14	-4	4
JNK3 inh	-6	-2	-4	-3	-3	-12	9	nt
PKA kinase inh	8	2	3	-5	1	-10	7	-1
CatS block	nt	14	nt	10	11	3	-30	-3

#17 CCn1c(SCc2nc(-c3ccc(OC)c(OC)c3)no2)nnc1-c1cccs1
#18 CCc1ccc(OCc2nnc(SCCN3CCOCC3)n2C)cc1
#19 CCN(CCCCN1C(=O)c2ccccc2C1=O)c1ccc2c(c1)C(=O)N(C)C2=O
#20 Cc1ccc(-c2c3c([nH]c(=S)c2C#N)CCCC3)o1
#21 O=C(COc1ccc(F)cc1)Nc1nccs1
#22 CC(C)N1C[C@@]23C=C[C@@H](O2)C(C(=O)OCc2ccccc2)[C@H]3C1=O (some centres undefined)
#23 Cc1ccc(C)c(S(=O)(=O)n2cnc3ccccc32)c1
#24 COc1ccc(C(=O)NCCn2ccc3ccccc32)cc1OC

Compound	17	18	19	20	21	22	23	24
C1s inh	13	-29	-23	-14	21	3	-4	-28
ROCK2 inh	8	8	-4	4	-5	8	7	15
CatL inh	2	25	-4	15	nt	4	-6	nt
FXIIa mix inh	2	-20	4	9	2	0	1	12
Cathepsin G inh	23	-1	3	-11	17	11	-15	-6
FXIa inh mix	14	-6	7	2	3	3	6	5
JNK3 inh	-6	-4	-6	-2	4	0	-4	0
PKA kinase inh	9	2	-4	6	-7	11	6	6
CatS block	-5	1	9	nt	-1	5	-1	2

#25 CCCn1c(=N)n(CC(=O)c2ccco2)c2ccccc21
#26 C(=N\n1cncn1)/c1ccc(N2CCOCC2)cc1
#27 CSc1ccccc1-n1nnnc1SCC(=O)NCc1cccs1
#28 CN(C)c1ccc(-c2nn3c(-c4ccc(Cl)cc4)nnc3s2)cc1
#29 COc1ccc(-n2nnnc2SCC(=O)Nc2ccc3c(c2)OCCO3)cc1OC
#30 CCOc1ccc(CCNC(=O)C2CCCN(c3nnc(-n4cccc4)s3)C2)cc1OCC (centres undefined)
#31 Nc1nc(Cl)nc2c1ncn2[C@@H]1O[C@H](CO)[C@@H](O)[C@H]1O
#32 Cc1ccc(C(=O)NCC(=O)O)cc1S(=O)(=O)N1CCCCC1

Compound	25	26	27	28	29	30	31	32
C1s inh	-33	0	-4	nt	3	13	19	-1
ROCK2 inh	8	5	7	0	4	0	8	-2
CatL inh	14	-9	nt	-41	10	14	-10	-1
FXIIa mix inh	-19	0	6	nt	-23	8	-12	6
Cathepsin G inh	-6	5	6	nt	-1	-6	9	7
FXIa inh mix	-7	1	-1	nt	9	0	9	4
JNK3 inh	1	2	6	6	8	5	7	5
PKA kinase inh	11	8	11	-1	7	2	2	-2
CatS block	2	-1	-4	nt	21	14	-6	-11

An excerpt from above in order of number of heavy atoms, largest number first:
#30 CCOc1ccc(CCNC(=O)C2CCCN(c3nnc(-n4cccc4)s3)C2)cc1OCC (centres undefined)
#29 COc1ccc(-n2nnnc2SCC(=O)Nc2ccc3c(c2)OCCO3)cc1OC
#8 O=C(Nc1cccc(C(=O)N2CCCC2)c1)c1ccccc1
#31 Nc1nc(Cl)nc2c1ncn2[C@@H]1O[C@H](CO)[C@@H](O)[C@H]1O

Compound	30	29	8	31
C1s inh	13	3	5	19
ROCK2 inh	0	4	-1	8
CatL inh	14	10	-6	-10
FXIIa mix inh	8	-23	6	-12
Cathepsin G inh	-6	-1	-2	9
FXIa inh mix	0	9	2	9
JNK3 inh	5	8	5	7
PKA kinase inh	2	7	-9	2
CatS block	14	21	-1	-6

The list goes on.
#33 Cc1cccnc1NC(=O)Nc1ccc(F)cc1
#34 Cc1ccc(-n2cnnn2)c(S(=O)(=O)N2CCOCC2)c1
#35 CNc1ccc(OC(F)F)cc1C(=O)c1ccccc1
#36 OC1CCN(Cc2cccc(Oc3ccccc3)c2)CC1
#37 O=C(CC(=O)c1ccccc1)Nc1ccc2c(c1)OCCO2
#38 O=C(NCC1CCCO1)c1ccc2nc(N3CCCCC3)sc2c1 (centres undefined)
#39 COc1ccc(CNC(=O)C2CCN(S(=O)(=O)c3cc(OC)ccc3OC)CC2)cc1
#40 O=C(CSc1nnc(-c2cccnc2)n1Cc1ccco1)N1CCc2ccccc21

Compound	33	34	35	36	37	38	39	40
C1s inh	-33	-1	-1	-1	-17	-3	-36	-14
ROCK2 inh	4	7	0	6	5	0	8	-2
CatL inh	nt	14	-11	nt	0	-8	-8	16
FXIIa mix inh	4	6	5	nt	11	2	-16	-2
Cathepsin G inh	-1	-3	5	nt	24	1	-1	0
FXIa inh mix	-2	2	9	nt	-5	9	5	5
JNK3 inh	10	3	-5	-6	2	6	2	11
PKA kinase inh	3	4	-8	7	9	10	2	-6
CatS block	5	6	-3	nt	-5	-3	-5	20

#41 CC(C)C[C@H](NC(=O)[C@@H]1O[C@H]1C(=O)O)C(=O)NCCCCN=C(N)N
#42 Cc1cccc(N2CCN(C(=O)Cc3c(C(=O)O)[nH]c4ccc(Cl)cc34)CC2)c1C
#43 CCCn1nc(NS(C)(=O)=O)c2cc3cccc(C)c3nc21
#44 COc1ccc(S(=O)(=O)NCCSC(C)(C)C)cc1Cl
#45 O=C(NCc1ccccc1Cl)c1cnc2n(c1=O)CCS2
#46 C=CCn1c(CC#N)nnc1N1CCOCC1
#47 CC(=O)Nc1ccc2nc(SCC(=O)O)sc2c1
#48 Cc1onc(-c2ccccc2)c1C(=O)NCc1ccco1

Compound	41	42	43	44	45	46	47	48
C1s inh	nt	-32	-17	7	5	-16	-52	7
ROCK2 inh	0	4	-10	6	-6	4	4	-5
CatL inh	nt	4	14	10	nt	0	2	4
FXIIa mix inh	nt	1	-3	8	5	0	-16	14
Cathepsin G inh	7	-1	-14	-3	10	3	-6	7
FXIa inh mix	1	1	4	2	4	-4	3	4
JNK3 inh	-3	-1	6	0	-4	-1	1	1
PKA kinase inh	-4	4	5	6	-11	2	9	-7
CatS block	117*	2	9	4	-4	-7	0	2

#49 COc1ccc(CNC(=O)CN(c2cccc(OC)c2)S(C)(=O)=O)cc1
#50 COc1cc2c(C(=O)NCCCN3CCN(c4cccc(Cl)c4)CC3)cn(C)c(=O)c2cc1OC
#51 O=C1CCC(Cc2ccccc2)N1 (centres undefined)
#52 O=C(Cn1c(NCCO)nc2ccccc21)NCCc1ccccc1
#53 COc1cc(OC)c(C2=NOC(C(=O)Nc3c(C)nn(CC(=O)N4CCCC4)c3C)C2)cc1Cl (centres undefined)
#54 CSCCC(NC(N)=O)C(=O)NCC1CCCCC1 (centres undefined)
#55 CS(=O)(=O)Nc1ccc(C(=O)NCCc2ccccc2)cc1
#56 CC(=O)N(CCP(=O)(c1ccccc1)c1ccccc1)Cc1ccco1

Compound	49	50	51	52	53	54	55	56
C1s inh	-5	-1	18	0	27	10	15	-7
ROCK2 inh	2	nt	2	5	2	6	-2	7
CatL inh	4	17	21	1	-3	8	4	2
FXIIa mix inh	2	-5	5	3	1	1	6	-3
Cathepsin G inh	8	3	12	2	-6	7	8	-5
FXIa inh mix	-3	14	11	10	6	5	6	2
JNK3 inh	0	nt	-7	1	1	-11	-7	-5
PKA kinase inh	8	-3	3	4	3	10	3	5
CatS block	-3	1	7	4	-8	2	-16	-7

#57 O=C1c2ccccc2C(=O)N1CCCOCc1c[nH]c(=O)[nH]c1=O
#58 CCOc1ccc(C(C)=O)cc1COc1ccc(-n2cnnn2)cc1
#59 CC(=O)N1CCN(c2ccccc2NC(=O)COc2ccc(Cl)cc2Cl)CC1
#60 CC(C)Sc1nc(SCC(=O)NCc2ccco2)c2c3c(sc2n1)COC(C)(C)C3
#61 CCOC(=O)N1CCN(C(=O)CSc2nnc(-c3ccccc3OC)o2)CC1
#62 O=C(CN1C(=O)COc2ccccc21)N1CCN(c2ccccc2F)CC1
#63 CCn1c(N)c(C(=O)NC)sc1=S
#64 CCOc1ccccc1C1C(C(N)=O)=C(C)Nc2nc(-c3ccc(OC)cc3)nn21 (centres undefined)

Compound	57	58	59	60	61	62	63	64
C1s inh	-13	2	-18	3	10	-98	-33	-23
ROCK2 inh	-4	0	4	nt	2	4	7	-1
CatL inh	-6	0	31	6	1	10	1	3
FXIIa mix inh	1	-16	8	7	-11	4	3	4
Cathepsin G inh	-2	3	-14	0	7	-14	-3	0
FXIa inh mix	-4	3	0	5	1	-7	1	1
JNK3 inh	-2	-3	10	nt	-4	-3	1	0
PKA kinase inh	-5	4	4	0	6	6	8	-2
CatS block	3	18	11	-3	1	4	9	24

#65 COc1ccc(-c2noc(CN3CCN(c4ccccc4F)CC3)n2)cc1OC
#66 O=C(CCc1nc(-c2ccccc2F)no1)NCCN1CCN(Cc2ccccc2)CC1
#67 CSc1nc2ccc(NC(=O)C3CCCO3)cc2s1 (centres undefined)
#68 COC(=O)c1cc(N2C(=O)C3C(C2=O)C2(C)C=CC3(C)O2)ccc1Cl (centres undefined)
#69 CCc1ccc2[nH]c(=O)c(CN(CCCN3CCOCC3)C(=O)Nc3ccc(Cl)cc3)cc2c1
#70 COc1ccc(NC(=O)Nc2ccc(N(C)C)cc2)cc1

Compound	65	66	67	68	69	70
C1s inh	-25	6	-52	-2	0	-26
ROCK2 inh	2	3	0	2	2	2
CatL inh	12	-5	-4	6	-2	7
FXIIa mix inh	3	-2	-3	10	-6	11
Cathepsin G inh	-2	8	-32	7	-1	5
FXIa inh mix	11	-6	-41	-2	10	-2
JNK3 inh	11	-10	-1	-6	5	-23
PKA kinase inh	4	9	3	5	1	6
CatS block	-1	-2	-22	2	2	-5

As entered above.
Value of Cc1onc(-c2ccccc2)c1C(=O)NCc1ccco1 in Cathepsin G inh: 7
Value of OC1CCN(Cc2cccc(Oc3ccccc3)c2)CC1 in PKA kinase inh: 7
Value of CCn1c(N)c(C(=O)NC)sc1=S in CatS block: 9
Value of Cc1cccnc1NC(=O)Nc1ccc(F)cc1 in FXIIa mix inh: 4
